Keap1-Nrf2 PPI: Keap1-Nrf2 (human) interaction inhibition; Keap1 Kelch-Nrf2 peptide fluorescence polarization, 1536-well; 340,000 tested, 0.15% active; inhibition, % at 9.4 µM; in the data active means inhibition above about 12%;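 further: human Keap1 Kelch domain with fluorescein labeled Nrf2 9mer peptide probe; 0% = neutral control wells and 100% = peptide positive control; higher means more block of Keap1 binding to Nrf2 peptide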
cardiac RTF act: increases calcium sensitivity of human cardiac regulated thin filaments | IANBD-labeled TnC RTF fluorescence at EC20 calcium; 0% EC20 calcium, 100% full calcium | AID 493008 | activation, % at 7.2 µM | P19429+P45379 | 340,000 tested, 0.24% active;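 active means activation above the mean over all tested compounds plus 3 SD, cut at about 30% in these data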;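 further: rise in fluorescence read as greater calcium sensitivity of cardiac thin filaments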
Rtt109 Vps75: inhibitors of Candida albicans Rtt109/Vps75 histone acetyltransferase; Q5AAJ8; 330,000 tested, 0.16% active; inhibition, % at 34.9 µM; purified Rtt109/Vps75, ThioGlo CoA-SH fluorescence, 4 h;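 active means inhibition of at least 50% in every replicate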
Target sequence (Q5AAJ8 whole entry, looked up): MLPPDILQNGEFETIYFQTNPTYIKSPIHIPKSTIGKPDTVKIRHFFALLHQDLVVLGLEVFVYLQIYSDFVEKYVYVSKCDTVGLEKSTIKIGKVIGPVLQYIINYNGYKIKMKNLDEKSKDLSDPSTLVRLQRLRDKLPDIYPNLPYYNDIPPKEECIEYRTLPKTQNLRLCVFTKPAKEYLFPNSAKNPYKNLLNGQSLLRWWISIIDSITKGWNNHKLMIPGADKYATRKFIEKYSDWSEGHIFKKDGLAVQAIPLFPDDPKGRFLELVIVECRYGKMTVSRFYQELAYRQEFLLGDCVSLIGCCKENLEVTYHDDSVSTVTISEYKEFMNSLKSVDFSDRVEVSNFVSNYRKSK
C-LANA FP: inhibitors of KSHV LANA C-terminal domain DNA binding; 340,000 tested, 0.078% active; MBP-C-LANA/FAM-LBS DNA binding, fluorescence polarization; inhibition, % at 9 µM;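 active means highest replicate inhibition at or above 60% at 9 µM, even if other replicates fall short; inactive means all replicates below 60% inhibition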;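 further: 0% = neutral control wells and 100% = 4 µM acridine orange control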
CAL PDZ FP-1: inhibitors of human CAL PDZ peptide binding; Q9HD26; purified CAL PDZ, TMR-peptide fluorescence polarization, 1 h; inhibition, % at 20 µM; 330,000 tested, 0.02% active; AID 504414;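 active means highest replicate inhibition of at least 40%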;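 further: plate controls were DMSO neutral control wells for no effect and unlabeled competitor peptide control wells for full effect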
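material = purified tagged CAL PDZ domain construct (CerCALP) | buffer or medium = sodium phosphate/NaCl buffer pH 7.4 with TCEP, IgG, Thesit | reagent = TMR-labelled reporter peptide T*-PRC34 bound in PDZ groove | incubation = 1 h room-temperature incubation prior to read | measured by = fluorescence polarization (mP) | evaluation = percent inhibition from loss of millipolarization | control set = unlabelled peptide and DMSO controls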
PKA-R2B activ: activates the human PKA-R2B holoenzyme complex. P22694+P31323. PKA-R2B holoenzyme dissociation, Cy5-IP20 fluorescence polarization; R2B truncated from residue 108, S112A mutant; 0% DMSO only, 100% 113 µM cGMP. activation, % at 11.4 µM. 340,000 tested, 0.079% active;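 active means activation above a cutoff set at the mean over all compounds plus 3 SD, cut at about 18% in these data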;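 further: higher means more holoenzyme dissociation and a rise in polarization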
CAL PDZ FP-2: CAL PDZ (human) peptide binding inhibition. AID 602252. 300,000 tested, 0.92% active. purified CAL PDZ, TMR-peptide fluorescence polarization, 1 h. inhibition, % at 24.9 µM. Q9HD26;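 active means mean inhibition of at least 30% with at least half of replicates also reaching 30%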;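 further: 0% = DMSO neutral control and 100% = excess unlabeled competitor peptide PRC23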
DAGLB inhibitor: diacylglycerol lipase beta (human) inhibition | HEK293T DAGLB membrane lysate, EnzChek fluorogenic substrate | inhibition, % at 5.17 µM | 340,000 tested, 0.059% active | Q8NCG7; in the data active means inhibition above about 34%;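 further: 0% = enzyme with vehicle and 100% = wells lacking enzyme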
Target sequence (Q8NCG7 whole entry, looked up): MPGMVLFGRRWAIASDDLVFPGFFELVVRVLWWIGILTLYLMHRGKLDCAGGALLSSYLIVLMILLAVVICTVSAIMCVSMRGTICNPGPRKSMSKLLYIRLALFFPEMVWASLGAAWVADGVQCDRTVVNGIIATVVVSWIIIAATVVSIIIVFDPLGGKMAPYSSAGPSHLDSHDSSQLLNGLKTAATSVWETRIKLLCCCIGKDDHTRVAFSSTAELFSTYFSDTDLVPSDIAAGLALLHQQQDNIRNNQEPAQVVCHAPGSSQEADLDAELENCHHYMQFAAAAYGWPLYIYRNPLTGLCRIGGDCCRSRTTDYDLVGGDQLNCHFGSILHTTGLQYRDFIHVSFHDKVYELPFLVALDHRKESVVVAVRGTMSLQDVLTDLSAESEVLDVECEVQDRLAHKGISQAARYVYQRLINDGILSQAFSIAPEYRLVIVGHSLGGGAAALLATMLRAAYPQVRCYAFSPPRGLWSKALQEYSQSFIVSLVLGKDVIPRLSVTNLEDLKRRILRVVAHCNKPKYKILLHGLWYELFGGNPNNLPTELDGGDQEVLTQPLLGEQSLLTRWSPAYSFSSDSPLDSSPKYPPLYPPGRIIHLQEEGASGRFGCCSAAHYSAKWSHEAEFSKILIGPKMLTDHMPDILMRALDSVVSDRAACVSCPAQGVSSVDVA
SR-BI DiI-HDL act: enhances SR-BI lipid uptake from DiI-HDL; CHO ldlA[mSR-BI] cells, DiI-HDL uptake fluorescence, 3 h; 100 = double the neutral-control signal; activation, % at 12.5 µM; 320,000 tested, 0.096% active;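 active means mean replicate activation of at least 60% and every replicate at or above 60%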;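 further: 0% = median plate neutral-control signal and 100% = twice that signal; values of inactives mirror those of a sister screen read the other way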
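material = CHO ldlA[mSR-BI] cells | medium = Ham's F12 with 0.5% BSA, HEPES 25 mM, pH 7.4 | reagent = fluorescent DiI-HDL, 10 µg/mL final | compound dosing = single-point compound dose | incubation = 3 h, 37 °C | measured by = bottom-read fluorescence, 550/595 nm | measure = HDL uptake via cellular fluorescence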
RTF Ca sens inh: cardiac RTF calcium desensitization; P19429+P45379; IANBD-labeled cardiac RTF, Ca2+ fluorescence; inhibition, % at 7.15 µM; 340,000 tested, 0.12% active; AID 493244;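 active means inhibition above the mean inhibition of all tested compounds plus 3 SD, cut at about 17% in these data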;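 further: assay run at fixed EC70 calcium of 1.6 mM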
* = called active by the depositor; . = no result given; & = joins results of further samples. No enrichment for hits; 1.6% or so of the library scored in one or more.

SMILES	Keap1-Nrf2 PPI	cardiac RTF act	Rtt109 Vps75	C-LANA FP	CAL PDZ FP-1	PKA-R2B activ	CAL PDZ FP-2	DAGLB inhibitor	SR-BI DiI-HDL act	RTF Ca sens inh
CCCCCCCCCc1nc(N)n[nH]1	2	0	5	0.7	-0.8	3	-1	2	32	1
CCOc1ccc(NC(=O)CSc2nnnn2C2CCCC2)cc1	1	1	0	-2.4	-2.0	-14	-4	-3	.	-6
CC(C)C(NS(=O)(=O)c1cccc(C(F)(F)F)c1)C(=O)O (stereo not given)	-1	10	-28	2.5	-0.9	1	-4	2	37	3
COCCn1c(=N)c(S(=O)(=O)c2ccc(Br)cc2)cc2c(=O)n3ccccc3nc21	-4	-2	-3	1.8	-2.0	9	-12	-4	24	-6
CCN(CC)CCN1C(=O)C(=O)/C(=C(/O)c2ccc(S(=O)(=O)N3CCOCC3)cc2)C1c1ccc(Cl)cc1 (stereo not given)	-3	1	0	-0.6	-0.1	-5	-1	0	.	2
CCCN(CC(=O)Nc1ccccc1OC)C(=O)CSc1ccc(Br)cc1C	-7	-5	10	-0.6	-1.0	-9	0	-7	-53	2
O=C(CN1CCC(n2nnc3cc(C(F)(F)F)ccc32)CC1)NCc1cccs1	-2	-3	6	0.4	-5.5	-1	-4	2	-12	-2
CCN(CC)CCN1C(=O)C(=O)/C(=C(/O)c2ccncc2)C1c1ccccc1 (stereo not given)	0	1	9	3.2	-0.4	3	-2	-3	10	-2
Cc1cccc(/C(N)=N/OC(=O)CCCc2ccccc2)c1	-2	1	14	0.4	-2.5	0	1	-21	5	-9
O=C(Cc1ccccc1F)Nc1nc(-c2ccc(F)c(F)c2)cs1	-1	-3	11	1.2	-1.7	-2	8	-7	.	1
CCOc1c(N2CCOCC2)c(=O)c1=O	3	3	-26	-0.7	-0.2	-11	.	-2	-11	-3
O=C(Nc1ccnn1C1CCN(C2CCC2)CC1)c1ccccc1	1	2	3	0.9	-0.1	-1	69*	0	11	-6
NC(=O)C(c1ccccc1)C1CCCC1 (stereo not given)	1	-7	7	-2.4	-2.2	-18	.	-2	-4	1
CCC(=O)N1N=C(c2ccc(NS(C)(=O)=O)cc2)CC1c1ccc(N(C)C)cc1 (stereo not given)	-3	-2	.	0.4	-0.9	-13	1	3	-28	-6
Cc1ccccc1-c1nc(CN2CCC(C(=O)NCC3CCCO3)CC2)c(C)o1 (stereo not given)	2	-5	-3	0.3	-0.5	-1	-2	1	5	3
O=C(CN1CCN(c2ccccn2)CC1)Nc1ccccc1Br	1	-7	5	0.1	-0.5	-8	-3	-6	8	4
Cc1nc2ccccc2n1CC(O)COc1ccc(Br)cc1 (stereo not given)	4	-2	-7	0.5	-2.9	-8	-3	-2	26	-2
C(=N\n1c2ccccc2c2ccccc21)/c1ccccc1	-2	-3	2	-1.8	-1.1	-2	1	-9	-21	-7
CCOC(=O)NC(NC(=S)Nc1ccccc1[N+](=O)[O-])C(Cl)(Cl)Cl (stereo not given)	2	2	8	0.3	-1.5	8	-3	3	-9	-2
O=C(CNC(=O)c1ccc(Br)o1)NNC(=O)c1ccccc1F	3	-2	3	0.4	-0.5	-5	-3	-2	8	-6

CAL PDZ FP-2: entries above that show a hit
canonical_smiles | Keap1-Nrf2 PPI | cardiac RTF act | Rtt109 Vps75 | C-LANA FP | CAL PDZ FP-1 | PKA-R2B activ | CAL PDZ FP-2 | DAGLB inhibitor | SR-BI DiI-HDL act
O=C(Nc1ccnn1C1CCN(C2CCC2)CC1)c1ccccc1 | 1 | 2 | 3 | 0.9 | -0.1 | -1 | 69* | 0 | 11

Looked up above.
Reading of CCC(=O)N1N=C(c2ccc(NS(C)(=O)=O)cc2)CC1c1ccc(N(C)C)cc1 (stereo not given) in SR-BI DiI-HDL act: -28
Reading of NC(=O)C(c1ccccc1)C1CCCC1 (stereo not given) in Keap1-Nrf2 PPI: 1
Reading of O=C(Nc1ccnn1C1CCN(C2CCC2)CC1)c1ccccc1 in CAL PDZ FP-1: -0.1
Reading of CCOc1c(N2CCOCC2)c(=O)c1=O in DAGLB inhibitor: -2
Reading of Cc1nc2ccccc2n1CC(O)COc1ccc(Br)cc1 (stereo not given) in CAL PDZ FP-1: -2.9

The list continues:
SMILES	Keap1-Nrf2 PPI	cardiac RTF act	Rtt109 Vps75	C-LANA FP	CAL PDZ FP-1	PKA-R2B activ	CAL PDZ FP-2	DAGLB inhibitor	SR-BI DiI-HDL act	RTF Ca sens inh
CCCCNC(=O)COC(=O)c1cc(S(=O)(=O)N2CCCCCC2)ccc1OC	1	3	-3	1.4	-1.7	-11	2	-3	14	-1
CCOn1c(=O)c(=O)n(O)c2ccccc21	1	-2	-4	-0.8	.	10	0	0	16	-5
CCN(C(=O)COC(=O)c1cc([N+](=O)[O-])ccc1N1CCOCC1)C1CCS(=O)(=O)C1 (stereo not given)	-3	-3	6	0.6	-0.9	-6	-2	-2	8	-18
COc1ccc(CCNC(=O)CSc2ccc(-c3cccs3)nn2)cc1	0	0	-1	-0.5	-0.7	-2	-6	1	21	-4
Cc1cc(=O)[nH]c(NN)n1	-6	-3	-7	-0.6	-2.0	-11	1	1	.	-4
O=C(COC(=O)Cc1cccc(C(F)(F)F)c1)NC1CC1	-1	3	6	-0.7	0.1	1	-3	-1	4	-13
CC(=O)c1c(C)[nH]c(C(=O)OCC(=O)N2CCc3ccccc3C2)c1C	0	-1	3	3.9	-0.5	1	-3	1	-20	-12
COc1cc(NC(=S)NCCN2CCOCC2)cc(OC)c1OC	2	1	-3	0.2	-0.3	2	-7	-1	9	5
C/C(=N\NC(=S)NC(C)C)c1ccc(Cl)c([N+](=O)[O-])c1	-1	-4	-7	1.3	-3.0	-2	-2	-4	.	-8
NC(=O)C1CCN(C(=O)C(=O)c2cn(CC(=O)N3CCCCCC3)c3ccccc23)CC1	-2	0	4	-2.0	-0.3	-1	-4	1	-6	-9

Reformatted bar-delimited: entries from further up
canonical_smiles | Keap1-Nrf2 PPI | cardiac RTF act | Rtt109 Vps75 | C-LANA FP | CAL PDZ FP-1 | PKA-R2B activ | CAL PDZ FP-2 | DAGLB inhibitor | SR-BI DiI-HDL act | RTF Ca sens inh
CCN(CC)CCN1C(=O)C(=O)/C(=C(/O)c2ccc(S(=O)(=O)N3CCOCC3)cc2)C1c1ccc(Cl)cc1 (stereo not given) | -3 | 1 | 0 | -0.6 | -0.1 | -5 | -1 | 0 | . | 2
CCCN(CC(=O)Nc1ccccc1OC)C(=O)CSc1ccc(Br)cc1C | -7 | -5 | 10 | -0.6 | -1.0 | -9 | 0 | -7 | -53 | 2
O=C(CN1CCC(n2nnc3cc(C(F)(F)F)ccc32)CC1)NCc1cccs1 | -2 | -3 | 6 | 0.4 | -5.5 | -1 | -4 | 2 | -12 | -2
CCN(CC)CCN1C(=O)C(=O)/C(=C(/O)c2ccncc2)C1c1ccccc1 (stereo not given) | 0 | 1 | 9 | 3.2 | -0.4 | 3 | -2 | -3 | 10 | -2

(list continues)
SMILES	Keap1-Nrf2 PPI	cardiac RTF act	Rtt109 Vps75	C-LANA FP	CAL PDZ FP-1	PKA-R2B activ	CAL PDZ FP-2	DAGLB inhibitor	SR-BI DiI-HDL act	RTF Ca sens inh
CC(=O)c1cccc(NCC(=O)N2CCN(S(=O)(=O)c3ccccc3)CC2)c1	1	-2	-2	-0.9	0.5	-3	1	1	17	-10
CN(C)c1ccc(/C=N/NC(=O)CN2CCCCC2)cc1Br	0	-1	-1	-1.1	0.7	2	-3	0	14	-2
OCc1ccc(O)c2ncccc12	-5	1	1	1.6	-0.5	-2	-5	1	34	-1
Cc1cc(N2CCN(c3ccccc3)CC2)n2c(n1)nc1ccccc12	-1	-1	-4	-0.9	0.1	0	4	0	-11	-1
O=C(Cn1cc(C(F)(F)F)ccc1=O)N1CCc2ccccc2C1	1	-2	2	-1.1	0.7	-1	.	1	-1	2
CCc1ccc(Nc2nnc(SCC(=O)Nc3sccc3C(N)=O)s2)cc1	1	-11	-33	1.9	-2.9	1	3	8	-13	-36
O=C(Cc1c2ccccc2nc2ccccc12)c1ccccc1	-2	4	0	1.2	0.5	-9	0	-1	44	4
COc1ccc(-c2oc(NC(=O)CCl)c(C#N)c2-c2ccc(OC)cc2)cc1	2	8	28	-0.1	-1.5	-7	5	-5	-22	0
OCCN1CCN(C(=S)Nc2cccc(C(F)(F)F)c2)CC1	-1&-3	-4&-2	4&0	-1.0&-0.4	-0.5&-1.5	1&-6	2&-3	-2&-3	21	-7&-3
O=C1C(=O)N(CCCN2CCOCC2)C(c2ccc([N+](=O)[O-])cc2)/C1=C(\O)c1ccc2c(c1)OCCO2 (stereo not given)	-2	-1	0	0.5	-3.2	1	-2	0	15	-1
COc1ccc(/C=C/c2c(-c3ccccc3OC)sc3ccccc23)cc1OC	-1	0	-5	-1.3	-0.3	8	-1	-5	-46	-10
COc1ccc(NC(=O)COc2coc(CN3CCc4ccccc4C3)cc2=O)cc1	-6	-4	-2	1.1	0.5	0	-2	4	-6	-15
Cc1cccc(NC(=O)C(c2ccccc2Cl)N2CCOCC2)c1 (stereo not given)	6	-2	-4	1.2	0.2	6	0	0	22	3
O=C(OCC1OC(n2cnc3c(N(C(=O)c4ccccc4)C(=O)c4ccccc4)ncnc32)C(O)C1F)c1ccccc1 (stereo not given)	3	0	7	1.4	-2.0	-7	-1	-5	-11	-12
COc1ccc(NC(=O)N2CCCC(C(=O)NCc3ccccc3F)C2)cc1 (stereo not given)	-3	-4	-2	1.2	-0.6	-11	.	-1	-4	8
O=C(COC(=O)c1cccc(S(=O)(=O)NCc2ccccc2)c1)Nc1ccccc1OC(F)F	4	2	-10	2.2	.	-7	-6	-2	-3	1
Cc1cccc(/C(N)=N/OC(=O)Cc2cccs2)c1	-5	-5	-13	0.2	-0.5	0	.	-7	23	-2
Cc1n[nH]c(C)c1S(=O)(=O)N1CCc2ccccc21	-1	-8	-5	-0.4	-0.8	-11	-2	-2	17	-13
COC(=O)C(CC(C)C)NC(=O)C(N)Cc1ccccc1 (stereo not given)	-1	7	-5	-1.3	-2.4	5	1	1	32	-3
Cc1ccc(C(=O)OC(C)C(=O)NCc2ccc3c(c2)OCO3)cc1S(=O)(=O)N1CCOCC1 (stereo not given)	-1	6	-9	0.7	-0.5	5	-5	1	-6	-6
CCOC(=O)N1CCN(Cc2nc3ccc([N+](=O)[O-])cc3c(=O)n2-c2ccc(OC)cc2OC)CC1	-3	-2	-2	-1.9	-2.0	-13	-2	-1	24	-9
Cc1ccc(NC(=O)C2CCN(S(=O)(=O)c3cccnc3)CC2)cc1C	-1	2	-21	-0.2	-2.5	-8	-4	-3	2	-11
O=S(=O)(NCCN1CCOCC1)c1ccc(F)c(Cl)c1	-1	6	3	1.9	-0.7	0	0	-1	8	0
C=CCN1C(=O)CSC1=Nc1ccc(NC(C)=O)cc1	2	-4	9	0.8	-2.5	2	-3	-2	18	-2

Screening results deposited in PubChem by several laboratories.
